TDP1 cell CPT = growth inhibition of DT40 Tdp1-/-;hTDP1 cells with camptothecin (screen for TDP1 inhibitors). chicken DT40 Tdp1-/-;hTDP1 cells + 20 nM CPT, ATP luminescence, 48 h. Potency, µM (titrated, usually from 46.2 µM), without a hit: at the top dose activity change, negative = growth inhibition, actives largely listed as inhibitors. 420,000 tested, 12% active. AID 686979; also: nearly all actives have a fitted effect of over 55% in size
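Chicken DT40 Tdp1-/- cells stably complemented with human TDP1 were seeded at 400 cells/well in medium containing 20 nM camptothecin, exposed to pin-transferred compounds, and grown at 37 °C for at least 48 hr. Viability was read as ATP luminescence.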
DT40 TDP1 no CPT = qHTS for Inhibitors of human tyrosyl-DNA phosphodiesterase 1 (TDP1): qHTS in cells in absence of CPT; DT40 Tdp1-/- hTDP1 cells, no CPT, ATP luminescence, 48 h; Potency, µM (doses to about 46.2 µM), for the others: at the highest dose activity change, negative = growth inhibition, usual class: inhibitors; 420,000 tested, 15% active; also: nearly all actives have a fitted effect of over 55% in size
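No-CPT arm: Tdp1-/-;hTDP1 DT40 cells (400/well) plus compounds, incubated ≥48 hr at 37 °C. Readout CellTiter-Glo luminescence.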
GCN5L2 inh = blocks human GCN5L2 histone acetyltransferase | GCN5L2 HAT assay, ThioGlo1 CoA-SH fluorescence | 390,000 tested, 0.21% active | Potency, µM (titrated, usually from 58.9 µM), inactives show at the highest dose activity change, negative = inhibition, actives largely listed as inhibitors | AID 504327 | Q92830
Target sequence (Q92830 whole entry, looked up): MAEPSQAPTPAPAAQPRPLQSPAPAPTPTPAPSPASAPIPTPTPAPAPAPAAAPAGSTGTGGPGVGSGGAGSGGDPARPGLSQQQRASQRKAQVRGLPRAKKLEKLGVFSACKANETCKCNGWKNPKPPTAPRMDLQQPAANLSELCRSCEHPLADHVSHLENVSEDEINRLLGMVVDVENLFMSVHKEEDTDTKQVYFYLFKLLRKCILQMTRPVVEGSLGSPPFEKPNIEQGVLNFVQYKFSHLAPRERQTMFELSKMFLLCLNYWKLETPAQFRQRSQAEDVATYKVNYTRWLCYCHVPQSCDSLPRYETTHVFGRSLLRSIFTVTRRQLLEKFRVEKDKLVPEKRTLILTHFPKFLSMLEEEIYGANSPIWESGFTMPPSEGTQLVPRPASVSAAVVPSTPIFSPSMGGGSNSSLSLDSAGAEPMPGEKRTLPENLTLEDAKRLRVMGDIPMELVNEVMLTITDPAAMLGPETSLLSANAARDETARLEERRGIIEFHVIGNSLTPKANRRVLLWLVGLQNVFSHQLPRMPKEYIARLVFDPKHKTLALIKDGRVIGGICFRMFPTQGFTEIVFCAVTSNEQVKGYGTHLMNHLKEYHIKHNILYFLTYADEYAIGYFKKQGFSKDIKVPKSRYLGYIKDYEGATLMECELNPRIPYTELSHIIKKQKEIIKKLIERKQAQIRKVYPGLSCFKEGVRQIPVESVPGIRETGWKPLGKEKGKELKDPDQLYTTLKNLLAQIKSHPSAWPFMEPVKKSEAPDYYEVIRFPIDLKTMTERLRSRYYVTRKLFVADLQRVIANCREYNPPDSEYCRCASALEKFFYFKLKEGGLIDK
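GCN5L2 (20nM final) in 50mM HEPES, 0.1mM EDTA pH 7.5, 0.01% Tween-20 was preincubated 15 min at room temperature with compound, then given ThioGlo1 (50uM), H3(1-25) peptide (75uM) and acetyl-CoA (70uM); CoA-thiol fluorescence (Ex340/Em540) was read at 0 and 20 min.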
* = called active by the depositor; u = inconclusive; x = no result given; & = joins results of further samples; [ ] = remark or other dose. Calls follow the shape of the dose curve; as a rule, active = well fitted curve in the direction sought with a large enough effect; inconclusive = small, poorly fitted or top-dose-only effect, or another doubt; inactive = no such curve, though single readings can be large; an effect the other way counts as inactive or inconclusive. % is scaled to controls: 0 for no effect and ±100 for the full control effect; potency is read from the fitted curve at half-maximal effect.

Structure,TDP1 cell CPT,DT40 TDP1 no CPT,GCN5L2 inh
COc1ccc(C2CC(c3ccccc3)=NN2C(=O)COC(=O)CNC(=O)c2ccccc2)cc1 (stereo not given),u,u,-8%
O=C(Nc1cccc(C(=O)N2CCCC2)c1)c1ccccc1,-22%,-30%,-2%
CCO[C@H]1OC(C(=O)N2CCOCC2)=C[C@@H](C)[C@@H]1CCCO,6%,-3%,1%
O=C(COc1cccnc1[N+](=O)[O-])N1N=C(c2ccc(Cl)cc2)CC1c1ccco1 (stereo not given),u,2.9µM*,-11%
Cc1nc(SCC(=O)O)c(C#N)c2c1CCCC2,u,-29%,-12%
Cc1cccc(N2N=C(C(=O)OCC(=O)c3ccccc3)CCC2=O)c1,-3%,7%,2%
C#CCNc1c2c(nc3nnnn13)CCCC2,-3%,-3%,-10%
COc1ccc(-c2cc(C(=O)Nc3ccccc3O)c3ccccc3n2)cc1OC,-30%,u,-1%
Cc1c(C(=O)N2c3ccccc3CC2C)oc2ccccc12 (stereo not given),u,u,-9%
Cc1ccc2cc(CN(Cc3ccc4c(c3)OCO4)Cc3nnnn3Cc3ccco3)c(=O)[nH]c2c1C,u,23µM*,-13%
O=C(c1cccc([N+](=O)[O-])c1)n1nc(-c2ccccc2)nc1NCc1ccccc1,-22%,0%,-3%
N#Cc1ccc(-c2nc3ccc(Br)cn3c2Cc2cccc(F)c2)cc1,u,u,x
COc1cc2c(cc1OC)CN(S(=O)(=O)c1ccccc1F)CC2,-13%,-26%,-25%
O=C(NCC(=O)N(Cc1ccc(F)cc1)C(C(=O)NC1CCCC1)c1ccco1)c1ccco1 (stereo not given),-17%,-28%,2%
CCCNC(=O)C(Sc1ccccc1)c1ccccc1 (stereo not given),0%,-1%,-5%
C/C(Cc1ccccc1)=N\NC(=O)CNC(=O)COc1cccc(C)c1,-6%,-19%,1%
O=C(NCCc1c[nH]c2ccccc12)C1CCN(S(=O)(=O)c2ccc(F)cc2)CC1,-17%,-27%,-20%
COc1ccc(OC)c(N(CC(=O)N2CCCC2)S(C)(=O)=O)c1,7%,-7%,-4%
Cc1cccc(C)c1NC(=O)CSc1nnc(-c2ccoc2C)n1CCc1ccccc1,-29%,-9%,-2%
Nc1nc(SCC(=O)N2CCN(c3ccccc3)CC2)n[nH]1,-3%,3%,-5%
COc1ccccc1OCC(=O)Nc1oc(-c2ccccc2)c(-c2ccccc2)c1C#N,-1%,-20%,-3%
CCOC(=O)C1=C(C)NC2=C(C(=O)c3ccccc32)C1c1cccnc1 (stereo not given),u,u,-4%
Cc1ccc(NC(=O)CCS(=O)(=O)c2ccc3nc(C)sc3c2)c(C)c1,-12%,-7%,3%
COc1cccc(Nc2nnc(SCc3cc([N+](=O)[O-])cc4c3OCOC4)s2)c1,u,u,0%
Cc1ccc(CCNC(=O)C2CC(=O)N(CCc3ccccc3)C2)cc1 (stereo not given),-13%&-2%,0%&-2%,-6%&-12%
COc1ccccc1CNC(=O)Cn1ncc2c3ccccc3n(Cc3ccccc3C)c2c1=O,7.3µM*,16µM*,-4%
O=C(NCc1ccc(Cl)cc1)c1cnc(N2CCOCC2)c2ccccc12,u,u,-1%
Cc1oc(-c2ccccc2Cl)nc1CSCC(=O)NC1CCCC1,-3%,-8%,0%
CCC1CCCCN1C(=O)COC(=O)c1cncc(Br)c1 (stereo not given),-2%,5%,x
Cc1ccn(CCSCC(=O)O)n1,-11%,-10%,-3%

Reprinted at random: six compounds from above
Structure,TDP1 cell CPT,DT40 TDP1 no CPT,GCN5L2 inh
COc1ccccc1CNC(=O)Cn1ncc2c3ccccc3n(Cc3ccccc3C)c2c1=O,7.3µM*,16µM*,-4%
CCCNC(=O)C(Sc1ccccc1)c1ccccc1 (stereo not given),0%,-1%,-5%
CCC1CCCCN1C(=O)COC(=O)c1cncc(Br)c1 (stereo not given),-2%,5%,x
Cc1nc(SCC(=O)O)c(C#N)c2c1CCCC2,u,-29%,-12%
Cc1cccc(C)c1NC(=O)CSc1nnc(-c2ccoc2C)n1CCc1ccccc1,-29%,-9%,-2%
CCO[C@H]1OC(C(=O)N2CCOCC2)=C[C@@H](C)[C@@H]1CCCO,6%,-3%,1%

The results go on:
Structure,TDP1 cell CPT,DT40 TDP1 no CPT,GCN5L2 inh
CN(CC(=O)Nc1c(Cl)cccc1Cl)CC(=O)N1CCc2ccccc21,u,u,x
O=S(=O)(c1c(F)cccc1F)N1CCN(C(=S)NCc2ccc3c(c2)OCO3)CC1,u,u,-24%
CN1CCN(NC(=O)Nc2ccc(Br)cc2Cl)CC1,-8%,-4%,7%
CCOC(=O)c1ccsc1NC(=O)CCS(=O)(=O)c1ccccc1,u,u,-3%
Cc1cc(N2CCCN(C)CC2)nc2cc(Cl)ccc12,u,u,-1%
C(#CC12CC3CC(CC(C3)C1)C2)CN1CCOCC1,-10%,4%,-7%
CCC1(c2ccccc2)C(=O)N=C(N)N(C#N)C1=O (stereo not given),-3%,1%,x
CCOc1cnn(-c2cc(Oc3ccc(C)cc3)ncn2)c(=O)c1Cl,2%,-25%,-8%[0.501 µM]
Cc1nc(CSc2ccc(Br)cc2)cs1,18%,4%,6%
O=C(O)c1cc(S(=O)(=O)NC2CCCc3ccccc32)ccc1O (stereo not given),34%[activator],11%,-2%
Cc1cccc(NC(=O)c2c(NC(=O)c3cccs3)sc3c2CCC(C)C3)c1 (stereo not given),23µM*,10µM*,-9%
CCc1ccccc1NC(=O)CN1CCN(C(=O)c2ccc(OCc3cn4ccccc4n3)cc2)CC1,6%,-5%,1%
Cc1ccc(O)c(Nc2ncnc3ccccc23)c1,u,u,0%
CS(=O)(=O)OCCCNCCCOS(C)(=O)=O,2%,-21%,x
O=C(C1CCN(S(=O)(=O)c2cccs2)CC1)N1CCN(Cc2ccccc2)CC1,-27%,u,-3%
CC(C)(C)OC(=O)NC1CC2CCCC(C1)N2Cc1ccccc1 (stereo not given),-18%,-23%,-11%
Cc1cc(NS(=O)(=O)c2ccc(NC(=O)Cc3ccc([N+](=O)[O-])cc3)cc2)nc(C)n1,8%,9%,-3%
COc1ccc(NC(=O)N2CCN(S(=O)(=O)c3ccc4c(ccn4C)c3)CC2)cc1OC,-17%,-3%,-6%
CCOc1ccc(CCNC(=O)c2ccc(CS(=O)Cc3ccc(Cl)cc3)o2)cc1 (stereo not given),16µM*,u,0%&-4%
CCOC(=O)C1CCN(C(=O)COc2cc(C)c(Br)c(C)c2)CC1,-21%,-22%,1%
Cc1nn2c(-c3ccccc3)ccnc2c1Br,u,u,2%
O=S(=O)(c1ccc(-c2n[nH]c(=S)o2)cc1)N1CCCCC1,-6%,-18%,-1%
O=C(Nc1ccncc1)Nc1ccc(Cl)cc1,u,u,-20%
O=[N+]([O-])c1ccc2c(c1)C=C1CCCCC1(N1CCCCC1)O2 (stereo not given),0%,7%,-6%
COc1ccc(C(=O)Nc2c(N)nc(SCC(=O)NCC3CCCO3)[nH]c2=O)cc1OC (stereo not given),0%,-3%,-2%
COc1ccc(C(CNC(=O)c2oc3cc(C)c(C)cc3c2C)N2CCCCC2)cc1 (stereo not given),13µM*,9.2µM*,4%&-6%
COc1ccc(-c2cnnn2-c2ccc(NC(=O)c3ccccc3OC)cc2)cc1,21µM*,u,-11%
CCOC(=O)C1=CCN(S(=O)(=O)c2ccccc2F)C1c1cccc(Cl)c1 (stereo not given),u,u,x
O=C(CN1C(=O)NC2(CCCC2)C1=O)Nc1cc(Cl)ccc1Oc1ccccc1,u,u,-14%
Cc1ccc(Cl)cc1NC(=O)C(=O)NCC(c1cccnc1)N1CCc2ccccc21 (stereo not given),13µM*,13µM*,-12%

The listing continues.
molecule | TDP1 cell CPT | DT40 TDP1 no CPT | GCN5L2 inh
CCOC(=O)c1cc(NC(=O)c2cccnc2)ccn1 | 1% | 1% | x
O=C(Nc1nnc([C@@H]2C[C@H](O)[C@@H](CO)O2)s1)Nc1cccc2ccccc12 | -26% | -3% | x
CCCn1c(C)cc(C(=O)COC(=O)c2c(C)nn(-c3ccccc3)c2C)c1C | -12% | u | -8%[0.501 µM]
O=C(C1CCN(c2nc(-c3ccccc3)nc3c2CCC3)CC1)N1CCC(O)CC1 | u | u | -8%
Cc1ccc(CNC(=O)c2cn(C3CCCCC3)c(=O)c3c2c2ccccc2n3C)o1 | 12µM* | 16µM* | -19%
CCOc1c(Nc2ccccc2O)c(=O)c1=O | 12% | 7% | -9%
CC(=O)Nc1cccc(C(=O)OC(C)C(=O)Nc2ccc(S(=O)(=O)N3CCCC3)cc2)c1 (stereo not given) | u | u | -5%
Cc1cc(C)c2cc(C#N)c(NCCNC(=O)c3ccccn3)nc2c1 | 4% | -9% | x
CCOC(=O)CSc1nc(N(C)C)nc(N(C)C#N)n1 | 11% | -5% | -2%
C/C(Cl)=C/Cn1c(N2CCCC2)nc2c1c(=O)[nH]c(=O)n2C | -7% | -5% | -2%
O=C(COc1ccccc1Cl)Nc1nc(-c2ccncc2)cs1 | 15µM* | 16µM* | -4%
CC(C)C(NC(=O)c1ccc(F)cc1)C(=O)NCC1CCCO1 (stereo not given) | -14% | -12% | -1%
c1coc(CNc2ncnc3nc[nH]c23)c1 | -26%&0%&-26%&-3% | -28%&-24%&-29%&-20% | 0%
O=C(CN1CCCc2ccccc21)N/N=C/c1ccc(O)cc1O | u | 16µM* | -2%
COc1cc(NC(=O)CN2CCN(S(=O)(=O)c3ccc(Br)cc3)CC2)cc(OC)c1 | -4% | -12% | 6%
COc1ccccc1/C=N/NC(=O)CNC(=O)c1ccccc1 | -9% | 34%[activator] | 2%
COc1ccc(C(O)c2ncc(-c3ccccc3F)[nH]2)cc1 (stereo not given) | u | -21% | x
COc1ccc2nc(N3CCN(C(=O)c4ccc5ncsc5c4)CC3)sc2c1 | -26% | u | -6%
CN1CCN(NC(=O)c2cc(S(=O)(=O)N3CCOCC3)c(Cl)cc2Cl)CC1 | -1% | -21% | -7%
O=C1C(Cl)=C(NCC2CCCO2)C(=O)N1c1ccccc1 (stereo not given) | u | -6% | -5%
Cc1cc(=O)oc2c3c(cc(OCC(=O)NCC(=O)O)c12)OC(C)(C)CC3 | -3% | -6% | -12%
Cc1nnc(NC(=O)CCSc2ccc(Cl)cc2)s1 | 8% | 21% | -3%
CCSc1nnc(N(CCC#N)CCC#N)s1 | 0% | 3% | -4%
O=C(C[C@H]1C/C=C\CC[C@@H](Cc2ccc(F)cc2)C(=O)O[C@@H](c2ccccc2)CNC1=O)N[C@H](CO)Cc1ccccc1 | 18µM* | u | -6%
O=C1CCCCCC1C1(O)C(=O)Nc2ccc(Br)cc21 (stereo not given) | -16% | -10% | -4%
CCOC(=O)c1sc(NC(=S)NC(=O)c2ccccc2)nc1C | 5% | -5% | 0%
COc1cccc(-c2cc3nc(NCc4ccccc4F)n(C)c(=O)c3s2)c1 | 23µM* | 16µM* | x
CCOC(=O)c1c(-c2ccc(Br)cc2)csc1NC(=O)c1ccccc1F | -5% | -9% | 0%
COc1cc(F)c(S(=O)(=O)N2CCOc3ccccc32)cc1OC | u | -24% | 17%
COCCCN=CC1=C(O)CC(c2ccccc2)CC1=O (stereo not given) | -14% | -9% | -20%

Later entries:
molecule | TDP1 cell CPT | DT40 TDP1 no CPT | GCN5L2 inh
CCOc1ccc(-c2nc(N)ncc2Oc2cccc(OC)c2)c(O)c1 | u | 18µM* | -12%
Clc1ccccc1-c1cc2nc(NCc3ccco3)ccn2n1 | u | u | x
CCCOc1ccc(C(=O)NNC(=S)NC(=O)c2cc(-c3ccccc3)nc3ccccc23)cc1 | u | u | -21%
COc1ccc(-c2cc(NC=O)c3ncc(-c4cc(OC)c(OC)c(OC)c4)n3c2)cc1 | 0.15µM* | 0.21µM* | x
C=CCSC1=C(C#N)C(c2ccc(OCC)cc2)CC(=O)N1 (stereo not given) | -15% | -23% | -3%
N/C(=N\c1nc(CSc2ccccn2)cc(=O)[nH]1)Nc1ccc(Cl)cc1Cl | u | u | 4%
Cc1onc(-c2ccccc2)c1C(=O)Nc1ccc2c(c1)OCO2 | 1% | -14% | -4%
CCn1c(=O)cc(OCC(=O)NCCCN2CC(C)CC(C)C2)c2ccccc21 (stereo not given) | -1% | u | -5%

Entries of single compounds from above. Order of screens: TDP1 cell CPT, DT40 TDP1 no CPT, GCN5L2 inh
`Clc1ccccc1-c1cc2nc(NCc3ccco3)ccn2n1` is entered as u, u, x
`N/C(=N\c1nc(CSc2ccccn2)cc(=O)[nH]1)Nc1ccc(Cl)cc1Cl` is entered as u, u, 4%

High-throughput results as filed in PubChem.
